Neddylation inh: cullin neddylation inhibition | P61081+Q13564 | 0.58% of 360,000 active | calls only at 25 µM | TR-FRET cullin neddylation, biochemical; in the data active means inhibition above about 36%
Target sequence (P61081 whole entry, looked up): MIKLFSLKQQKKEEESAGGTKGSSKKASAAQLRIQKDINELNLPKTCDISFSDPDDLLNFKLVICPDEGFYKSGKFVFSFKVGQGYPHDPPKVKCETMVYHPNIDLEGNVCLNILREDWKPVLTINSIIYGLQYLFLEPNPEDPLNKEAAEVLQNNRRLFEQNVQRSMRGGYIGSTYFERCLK
Target sequence (Q13564 whole entry, looked up): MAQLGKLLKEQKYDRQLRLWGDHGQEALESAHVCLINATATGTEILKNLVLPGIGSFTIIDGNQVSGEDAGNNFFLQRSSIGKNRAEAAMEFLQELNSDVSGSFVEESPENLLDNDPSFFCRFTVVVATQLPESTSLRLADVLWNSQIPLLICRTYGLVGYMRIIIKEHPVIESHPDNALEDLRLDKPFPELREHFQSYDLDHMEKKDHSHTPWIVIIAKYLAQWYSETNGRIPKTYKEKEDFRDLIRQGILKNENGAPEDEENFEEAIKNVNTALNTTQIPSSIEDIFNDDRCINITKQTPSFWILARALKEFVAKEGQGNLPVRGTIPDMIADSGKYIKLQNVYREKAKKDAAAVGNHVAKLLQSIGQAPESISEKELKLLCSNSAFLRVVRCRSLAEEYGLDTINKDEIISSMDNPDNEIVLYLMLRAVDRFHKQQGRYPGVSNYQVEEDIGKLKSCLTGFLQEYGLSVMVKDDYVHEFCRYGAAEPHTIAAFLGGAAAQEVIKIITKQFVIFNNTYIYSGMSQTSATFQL
MT1-MMP act inh: blocks activation of human MT1-MMP; P50281; HT1080 RFP-PRO-GFP cells, GFP/RFP ratio fluorescence, overnight; percent of plate control window, DMSO zero; GFP/RFP ratio change, % at 20 µM; 0.061% of 360,000 active;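 active means GFP/RFP ratio change of at least 30% with cell ATP level not reduced by more than half and red fluorescence within 50% of control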; further: strong numbers were not always called active
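Assay system: RFP-PRO-GFP reporter HT1080 cells; read-out basis: GFP/RFP fluorescence ratio; benchmarks: DMSO wells and RFP-L50D-GFP cells; doses: 20 µM single dose, 1% DMSO; schedule: overnight cell settling, then overnight compound exposure, 37 °C, 5% CO2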
FAS-TE inh: inhibitors of human fatty acid synthase thioesterase domain. P49327. inhibition, % at 15 µM. AID 602261. 0.67% of 360,000 active. recombinant FAS-TE, OMFH fluorogenic substrate, fluorescence endpoint;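 active means compounds whose normalised, plate-corrected inhibition of enzyme fluorescence in the single-dose primary screen is 50% or more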;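 further: 0% = DMSO with enzyme and 100% = substrate without enzyme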
Rin1 Abl inh: inhibitors of human Rin1-Abl protein interaction; TR-FRET Rin1/Abl binding, biochemical; inhibition, % at 7.35 µM; P00519+Q13671; 0.4% of 360,000 active; AID 588664; in the data active means inhibition above about 5%, passing the limit was not always enough
Rpn11 block: inhibitors of human proteasome Rpn11 | human 26S proteasome, Ub4-pepOG fluorescence polarization; 20S core pre-blocked with epoxomicin | O00487 | calls only at 20 µM | 0.59% of 360,000 active;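 active means inhibition at 20 µM, scaled to each plate's controls, above about 33%, limit read from the data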
NadD inh: inhibitors of Staphylococcus aureus NadD; purified NadD enzyme, colorimetric absorbance read-out; inhibition, % at 20 µM; 0.78% of 360,000 active; AID 602399; in the data active means inhibition above about 26%; further: some compounds past the cut are filed as inactive
SKN-1 inh: C. elegans SKN-1 inhibition | 0.49% of 360,000 active | C. elegans VP596 Pgst-4::GFP/RFP ratio, acrylamide-induced, 24 h | inhibition, % at 21.8 µM;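 active means interference check ratio from 0.5 to 1.5 plus GFP to RFP signal ratio inhibition reaching or exceeding a fixed threshold, cut at about 30% in these data, passing the limit was not always enough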; further: some compounds called inactive have numbers as strong as hits
MLLE-PAM2 inh: blocks PAM2 peptide binding to the PABP1 MLLE domain. P11940. GST-MLLE / FITC-PAM2 fluorescence polarization. inhibition, % at 20 µM. 0.36% of 360,000 active. AID 588489; in the data active means inhibition above about 35%, passing the limit was not always enough;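 further: plate controls were DMSO wells with GST-MLLE for no effect and wells lacking GST-MLLE protein for full effect; some results filed as inactive read as strong as hits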
CSN deneddyl inh: blocks human CSN-mediated cullin deneddylation; Q92905; Purified CSN, SCF-Nedd8-OG deneddylation, fluorescence polarization; inhibition, % at 12.5 µM; 0.38% of 360,000 active; AID 651999;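 active means pattern-corrected inhibition above about 35%, with an unprinted fluorescence ratio check between 0.5 and 1.5, limit read from the data, passing the limit was not always enough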;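 further: 0% = enzyme with substrate and 100% = substrate without enzyme; some results filed as inactive read as strong as hits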
Target sequence (Q92905 whole entry, looked up, one chain of several): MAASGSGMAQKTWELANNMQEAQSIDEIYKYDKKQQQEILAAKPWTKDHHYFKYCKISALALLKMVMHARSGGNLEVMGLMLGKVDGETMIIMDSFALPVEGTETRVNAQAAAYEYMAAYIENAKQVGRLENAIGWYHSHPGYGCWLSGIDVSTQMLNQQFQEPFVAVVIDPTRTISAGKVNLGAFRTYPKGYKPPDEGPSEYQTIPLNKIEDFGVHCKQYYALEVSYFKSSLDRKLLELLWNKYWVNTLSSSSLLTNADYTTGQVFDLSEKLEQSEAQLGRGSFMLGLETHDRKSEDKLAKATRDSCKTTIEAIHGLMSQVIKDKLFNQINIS
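Material: purified human Csn5 enzyme expressed in HEK293T cells / Medium: Tris buffer pH 7.5, NaCl, DTT, Tween-20, trehalose, ovalbumin / Compound dosing: 12.5 µM single point / Schedule: 90 min incubation of compound, enzyme and substrate at room temperature / Signal: fluorescence polarization of the substrate / Control set: no-enzyme wells high, enzyme-with-substrate wells low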
* marks the source's active call; other numbers are inactive results; i = inactive; nt = no result given.

Values run as follows: SKN-1 inh, CSN deneddyl inh, Rin1 Abl inh, Rpn11 block, MLLE-PAM2 inh, MT1-MMP act inh, NadD inh, FAS-TE inh, Neddylation inh
1: c1ccc(-c2onc3c2CCCC3)cc1
→ 22, 2, 2, i, 0, 1, 8, 0, i
2: O=C1NC(c2ccccc2O)Nc2ccccc21 (stereo unspecified)
→ 19, -3, -2, i, -13, -2, 4, -4, nt
3: C(CCN1CCOCC1)CN1CCOCC1
→ -3, -2, -2, i, 0, 5, -4, -4, i
4: CCN(CC)CCN1C(=O)C(=O)/C(=C(/O)c2ccc(S(=O)(=O)N3CCOCC3)cc2)C1c1ccccc1 (stereo unspecified)
→ -3, -1, -1, i, 10, 3, -4, -5, i
5: Cc1cc(=O)[nH]c(SCC(=O)N2CCc3ccccc3C2)n1
→ -4, 2, 2, i, 21, 6, -4, -1, i
6: CCCCNC(=O)c1onc(CSc2ccncc2)c1C(=O)NCCCC
→ 4, 0, -1, i, 6, -7, -6, -2, i
7: CC(C(=O)Nc1cc(Cl)cc(Cl)c1)N1CCCC1 (stereo unspecified)
→ -13, -5, 2, i, 6, -3, -5, -2, i
8: Cc1ccc(S(=O)(=O)N2CCC(C(=O)C3C(=O)CCCC3=O)CC2)cc1
→ -5, -15, 0, i, 3, 3, -2, -7, i
9: O=C(Nc1cc(S(=O)(=O)N2CCOCC2)ccc1N1CCCC1)c1cnccn1
→ -5, 2, 0, i, 9, -3, -6, -9, i
10: C/C(CC(=O)Nc1ccccn1)=N\NC(=O)c1ccccc1O
→ 11, -3, -1, i, -21, -21, -1, -1, i
11: Cc1cc(OCC(F)(F)C(F)(F)C(F)(F)C(F)F)nc(N)n1
→ -24, 7, 3, i, 5, 3, -8, 3, i
12: COC(=O)c1ccc(OCC2NCCc3cc(OC)c(OC)cc32)cc1 (stereo unspecified)
→ 23, 1, -4, i, 7, -13, -2, -2, i
13: CCOc1ccccc1CN1CCC(Oc2cccc(C(=O)NCCOC)c2)CC1
→ -3, 0, 2, i, -13, 0, -12, -2, i
14: CN(C(=O)CSc1nnnn1-c1ccc(Cl)cc1)C1CCS(=O)(=O)C1 (stereo unspecified)
→ 11, -1, 4, i, 4, -5, 4, -6, i
15: COc1ccc(S(=O)(=O)N(C)[C@H]2C[C@H]3c4cc(Oc5ccccc5C)ccc4CCN3C(=O)[C@H]2[C@H](C)O)cc1
→ -1, 7, 0, i, -8, -7, 5, 39, i
16: CC(=O)NCCCc1c[nH]c2ccc(Cl)cc12
→ -15, 5, -1, i, -7, 5, -2, -5, i
17: O=C(Nc1ccccc1[N+](=O)[O-])c1nc[nH]c1C(=O)NCCO
→ 7, -2, -6, i, 0, 4, 2, -6, i
18: COc1ccc(-c2nc(Cn3c(SCc4ccc(F)cc4)nc4ccncc43)c(C)o2)cc1OC
→ 8, 7, 1, i, -44, 8, 1, 10, i
19: COc1ccccc1S(=O)(=O)N(C)C[C@@H]1OCc2cn(nn2)CCCC(=O)N([C@@H](C)CO)C[C@H]1C
→ -1, 5, -5, i, 0, 3, -2, -8, i
20: Cc1cc(=O)c2cc(Cl)ccc2[nH]1
→ 3, 1, 3, i, 8, 3, -2, -12, i

Individual results from the entries so far:
In Rin1 Abl inh, #3 has the entry -2
In MT1-MMP act inh, #5 has the entry 6
In CSN deneddyl inh, #6 has the entry 0
In FAS-TE inh, #8 has the entry -7

Continued:
Values run as follows: SKN-1 inh, CSN deneddyl inh, Rin1 Abl inh, Rpn11 block, MLLE-PAM2 inh, MT1-MMP act inh, NadD inh, FAS-TE inh, Neddylation inh
21: CCCc1c(C)nc2ccccc2c1SCCC#N
→ 11, -3, -11, i, 3, -10, 0, 4, i
22: CCn1c(O)c(/C=N/NC(=O)c2ccncc2)c(=O)n(CC)c1=S
→ 7, 131, -3, nt, -71, 12, 6, 28, i
23: COc1ccc(C(C(=O)NC(C)(C)C)N(Cc2ccco2)C(=O)CCC(=O)Nc2cc(C)on2)cc1 (stereo unspecified)
→ -3, 5, -1, i, -2, 4, -2, 3, i
24: COC(=O)Cn1c(CN2CCN(c3ccc(F)cc3)CC2)nc2c1c(=O)n(C)c(=O)n2C
→ -5, -4, 1, i, 3, -5, 11, 5, i
25: CC1=Nc2ccccc2N=C(NC(=O)CN2CCN(c3ccc(F)cc3)CC2)C1c1ccccc1 (stereo unspecified)
→ 13, -2, -2, i, -4, 1, 0, 22, i
26: Cc1ccccc1Cn1cccc1/C=C1/C(=N)N2C=CSC2=NC1=O
→ 3, 41*, -2, nt, -45, -3, 20, 5, i
27: O=C1CCc2cc(S(=O)(=O)N3CCN(Cc4ccc5c(c4)OCO5)CC3)ccc2N1
→ 4, 4, 4, i, -7, -4, 3, -11, i
28: COc1ccc(C2SCC(C(=O)NCc3ccc(F)cc3)N2C(C)=O)cc1 (stereo unspecified)
→ 16, -4, 0, i, -7, -1, 0, 2, i
29: CN(C)CCN(C(=O)c1ccc(S(=O)(=O)N(C)c2ccccc2)cc1)c1nc2cc3c(cc2s1)OCCO3
→ -2, 0, -2, i, 13, -2, 11, 30, i
30: Cc1cc(C)c(C)c(S(=O)(=O)N2CCN(C(=O)CNC(=O)c3ccco3)CC2)c1C
→ -1, -3, -2, i, 6, 1, 1, -5, i
31: CC(=O)Nc1ccc(S(=O)(=O)NCCC(=O)NCc2ccco2)cc1
→ 4, 5, 2, i, 5, -1, 2, -6, i
32: COc1cc(C(=O)NCCc2cn3ccccc3n2)cc(OC)c1OC
→ 7, 2, 2, i, -10, 8, -5, -9, i
33: O=C(CCOc1ccccc1)Nc1cccc([N+](=O)[O-])c1
→ 2, -3, -5, i, -7, 2, 5, 47, i
34: COc1ccc(NC(=O)C2CCC(=O)N2S(=O)(=O)c2ccc(C)cc2)cc1Cl (stereo unspecified)
→ -8, 1, 1, i, 6, 5, -6, 3, i
35: CC1(C)C(=O)C2(C(=O)NCc3ccccc3)CCC1C2 (stereo unspecified)
→ 21, 0, 2, i, 10, -4, 1, -2, i
36: O=C(Cc1cccs1)Nc1ccccc1F
→ 5, 0, 1, i, -4, 0, -2, -2, i
37: CN(C)C1=NCC(CSC(=N)N)S1 (stereo unspecified)
→ -5, -4, 0, i, 19, 3, 2, -6, i
38: c1ccc(Cn2ncc3c(N4CCCCC4)ncnc32)cc1
→ 4, 4, 0, i, -3, 9, -2, 2, i
39: O=C(Cc1ccc(Cl)cc1)NCCc1ccc(F)cc1
→ 4, 2, 0, i, -6, -1, 0, 4, i
40: CCc1ccc([C@@H]2CC(=O)[C@@H]3CN(S(=O)(=O)c4ccccc4C)[C@H](c4ccc(Cl)cc4)C[C@@H]3N2S(=O)(=O)c2ccc(C)cc2)cc1
→ 15, 1, -2, i, 3, -2, 27, 17, i
41: C=CCOc1ccc(/C=N/O)cc1Cl
→ 3, -9, -2, i, -4, -2, 1, -5, i
42: CC(=O)c1ccc(N2CCN(C(=O)c3ccc4ccccc4n3)CC2)cc1
→ -4, -7, 3, i, -5, 1, -8, -14, i
43: C=CCc1ccc(OCCOc2cccc3ccc(C)nc23)c(OC)c1
→ 15, 3, 3, i, -3, 6, -4, 28, i
44: CC(C)(C)c1ccc(NC(=O)COC(=O)C2(C)CC2(Cl)Cl)cc1 (stereo unspecified)
→ 6, -5, 1, i, -3, -3, -4, 21, i
45: C=CCNC(=S)NNC(=O)COc1ccc(Cl)cc1Cl
→ 11, -7, 1, i, -47, 7, -5, -2, i
46: COc1cccc(NS(=O)(=O)c2ccc3c(c2)CCCN3C(C)=O)c1
→ 0, 2, 6, i, -8, 1, -1, -8, i
47: COC(C[C@H](O)CC(=O)[C@@H](C)OCc1ccccc1)OC
→ -6, 3, -2, i, -15, -1, 3, -12, i
48: Cc1ccc(NC(=O)c2cccc(NC3=NC4CS(=O)(=O)CC4S3)c2)cc1 (stereo unspecified)
→ -10, 0, -3, i, -118, 6, 1, -6, i
49: Nc1ccc(Sc2cnn(-c3ccccc3)c(=O)c2Cl)cc1
→ 5, -1, -5, i, 4, -3, -6, 5, i
50: Cc1ccc2ccccc2c1C(O)c1ncc(-c2ccc(F)cc2)[nH]1 (stereo unspecified)
→ -6, 3, -2, i, 0, 3, -1, 4, i
51: O=C(CCCn1c(SCc2cc(=O)n3ccccc3n2)nc2ccccc2c1=O)NCC1CCCO1 (stereo unspecified)
→ -3, -11, -3, i, 8, -9, -1, -1, i
52: C#Cc1ccc([C@H]2C=C(C(=O)NCc3nc4ccccc4[nH]3)O[C@@H](OCC)[C@@H]2CCCO)cc1
→ 7, -3, 0, i, 18, 3, 12, -1, i
53: CN1CCN(C(=O)CN(c2cccc(Br)c2)S(=O)(=O)c2ccccc2)CC1
→ 6, 5, -1, i, -16, 4, -4, -2, i
54: Cn1nnnc1SCC(=O)N1CCCCC1
→ 0, -3, 0, i, -10, 4, 1, -7, i
55: O=C(OCCN1CCOCC1)c1ccc(O)cc1
→ -3, 3, -2, i, -7, 0, -5, -5, i
56: CCN1CCN(CCNC(=O)CCc2c(C)c3c(C)nn(-c4ccccc4)c3n(C)c2=O)CC1
→ 9, 0, 3, i, -3, -3, -6, -4, i
57: O=C(O)CC/C(=N\NC(=O)c1ccccc1)c1cccs1
→ -1, 8, 3, i, 6, 3, 0, -2, i
58: O=C(NCC1CCCO1)c1ccc(COc2ccccc2)cc1 (stereo unspecified)
→ -1, 3, 1, i, -15, -5, 0, -4, i
59: O=C(NCc1ccco1)c1cc2c(s1)CCCCC2
→ 14, 3, -2, i, 5, -2, -3, -2, i
60: Cc1cc(OCC(=O)N2CCOCC2)ccc1[N+](=O)[O-]
→ -5, -3, -1, i, -2, 0, -6, 0, i
61: COc1ccc(OC)cc1
→ 1, 2, 2, i, 9, 4, 1, -7, i
62: Cc1ccc(Sc2ncccc2COC(=O)Nc2ccccc2)cc1
→ -8, 1, 0, i, 4, -7, -5, 20, i

Ordered by number of heavy atoms (lowest first): part of the list above
Values run as follows: SKN-1 inh, CSN deneddyl inh, Rin1 Abl inh, Rpn11 block, MLLE-PAM2 inh, MT1-MMP act inh, NadD inh, FAS-TE inh, Neddylation inh
10: C/C(CC(=O)Nc1ccccn1)=N\NC(=O)c1ccccc1O
→ 11, -3, -1, i, -21, -21, -1, -1, i
42: CC(=O)c1ccc(N2CCN(C(=O)c3ccc4ccccc4n3)CC2)cc1
→ -4, -7, 3, i, -5, 1, -8, -14, i
4: CCN(CC)CCN1C(=O)C(=O)/C(=C(/O)c2ccc(S(=O)(=O)N3CCOCC3)cc2)C1c1ccccc1 (stereo unspecified)
→ -3, -1, -1, i, 10, 3, -4, -5, i

Full records from above.
`O=C(OCCN1CCOCC1)c1ccc(O)cc1` is listed as SKN-1 inh = -3; CSN deneddyl inh = 3; Rin1 Abl inh = -2; Rpn11 block = i; MLLE-PAM2 inh = -7; MT1-MMP act inh = 0; NadD inh = -5; FAS-TE inh = -5; Neddylation inh = i
`O=C(O)CC/C(=N\NC(=O)c1ccccc1)c1cccs1` is listed as SKN-1 inh = -1; CSN deneddyl inh = 8; Rin1 Abl inh = 3; Rpn11 block = i; MLLE-PAM2 inh = 6; MT1-MMP act inh = 3; NadD inh = 0; FAS-TE inh = -2; Neddylation inh = i
`CN1CCN(C(=O)CN(c2cccc(Br)c2)S(=O)(=O)c2ccccc2)CC1` is listed as SKN-1 inh = 6; CSN deneddyl inh = 5; Rin1 Abl inh = -1; Rpn11 block = i; MLLE-PAM2 inh = -16; MT1-MMP act inh = 4; NadD inh = -4; FAS-TE inh = -2; Neddylation inh = i

Compound activity as filed in PubChem BioAssay.
